PLK1 PBD inh: blocks phosphopeptide binding to human PLK1 polo-box domain; 360,000 compounds, 2.8% hits; Potency, µM, for the others: max response, negative = inhibition, actives largely listed as inhibitors; Plk1 PBD binding of FITC phosphopeptide, fluorescence polarization; P53350; further: potency means the concentration at half of the fitted maximal effect; series mostly up to about 57 µM; on the % scale 0 is the no-effect control and ±100 the full control effect; nearly all actives have a fitted effect of over 65% in size
EPAC1 ag: activates human EPAC1 exchange factor | O95398 | EPAC1 agonist qHTS, biochemical assay; response scale: 100% = response to 6.5 mM cAMP | Potency, µM (highest dose often 154 µM), for inactives: at the top dose activation, usual class: activators | 360,000 compounds, 0.073% hits; further: potency means the concentration at half of the fitted maximal effect; nearly all actives have a fitted effect of over 60% in size
Target sequence (O95398 whole entry, looked up): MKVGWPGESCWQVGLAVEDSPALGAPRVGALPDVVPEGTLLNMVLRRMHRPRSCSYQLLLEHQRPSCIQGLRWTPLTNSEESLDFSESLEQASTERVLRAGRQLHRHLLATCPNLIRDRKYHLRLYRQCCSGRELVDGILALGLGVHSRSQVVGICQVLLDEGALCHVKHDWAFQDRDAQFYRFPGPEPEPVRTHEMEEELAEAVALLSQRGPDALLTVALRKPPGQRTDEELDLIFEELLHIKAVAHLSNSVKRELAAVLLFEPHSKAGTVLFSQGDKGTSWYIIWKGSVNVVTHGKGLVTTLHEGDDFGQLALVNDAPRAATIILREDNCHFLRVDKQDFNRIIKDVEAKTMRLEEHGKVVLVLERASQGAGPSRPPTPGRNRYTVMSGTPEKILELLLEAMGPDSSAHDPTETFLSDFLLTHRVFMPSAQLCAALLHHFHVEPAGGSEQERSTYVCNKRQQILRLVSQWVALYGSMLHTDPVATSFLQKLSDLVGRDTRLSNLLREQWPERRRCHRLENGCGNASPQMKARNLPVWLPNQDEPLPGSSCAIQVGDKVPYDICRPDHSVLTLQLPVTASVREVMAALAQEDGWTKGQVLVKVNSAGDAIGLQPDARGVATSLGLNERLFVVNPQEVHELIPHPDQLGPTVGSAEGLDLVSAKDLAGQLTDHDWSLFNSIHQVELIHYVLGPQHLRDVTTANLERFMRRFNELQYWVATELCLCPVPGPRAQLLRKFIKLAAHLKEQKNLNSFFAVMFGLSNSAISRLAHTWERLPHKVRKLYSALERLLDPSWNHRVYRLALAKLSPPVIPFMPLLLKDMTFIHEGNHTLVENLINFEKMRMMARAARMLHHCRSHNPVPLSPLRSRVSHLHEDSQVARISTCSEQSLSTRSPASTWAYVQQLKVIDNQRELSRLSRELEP
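Nucleotide exchange by EPAC1 (100 nM) on Rap1B–BODIPY-GDP (250 nM) in the presence of 50 uM GDP is tracked fluorescently at 480/540 nm over 30 min. Signals are normalized to a 6.5 mM cAMP control.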
EPAC1 antag: antagonists of human EPAC1; EPAC1 GEF assay, Rap1b-BODIPY-GDP exchange fluorescence; Potency, µM (highest dose often 115 µM), for the others: at the highest dose activity change, negative = inhibition, hits mostly inhibitors; 360,000 compounds, 0.14% hits; AID 720709;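 further: potency means the concentration at half of the fitted maximal effect; plate controls were vehicle for no effect and positive control for full effect; nearly all actives have a fitted effect of over 50% in size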
PI5P4K alpha inh: PI5P4K alpha (human) kinase inhibition; AID 652105; max response, %; 330,000 compounds, 1.2% hits; PI5P4Kalpha enzyme, ADP-Glo luminescence, 60 min; active compounds read low; active means max response of -50% or lower; inconclusive means between -30% and -50%; inactive means -30% or higher; further: value at the top dose of about 77 µM; on the % scale 0 is the no-effect control and ±100 the full control effect
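Controls without substrate or without enzyme flank wells where PI5P4Kalpha converts substrate using 5 microM ATP (final). Incubation lasts 60 minutes at room temperature; ADP formed is read by ADP-Glo luminescence.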
EPAC2 antag: antagonists of human EPAC2. Q8WZA2. EPAC2 GEF exchange of Rap1B-BODIPY-GDP, fluorescence. Potency, µM (series often up to 114 µM), without a hit: top-dose activity, negative = inhibition, usual class: inhibitors. 360,000 compounds, 0.18% hits. AID 720708; further: potency means the concentration at half of the fitted maximal effect; on the % scale 0 is the no-effect control and ±100 the full control effect; nearly all actives have a fitted effect of over 45% in size; many of its hits are not listed in these tables
WRN helicase inh: blocks human WRN helicase; Q14191; WRN helicase unwinding, fluorescent forked duplex, kinetic; Potency, µM (doses to about 114 µM), for inactives: at the top dose activity change, negative = inhibition, hits mostly inhibitors; 360,000 compounds, 0.46% hits; AID 651768; further: potency means the concentration at half of the fitted maximal effect; on the % scale 0 is the no-effect control and ±100 the full control effect; nearly all actives have a fitted effect of over 55% in size
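WRN at 20 nM final preincubated with compound 15 min at room temperature; reaction started with 100 nM fluorophore/quencher forked duplex oligonucleotide and 2 mM ATP final. Unwinding followed kinetically by red fluorescence (ex 525, em 598 nm).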
CCT modulator: modulators of cytosolic chaperonin (CCT/TRiC) activity. 360,000 compounds, 0.3% hits. AID 651819. activity change, % (test concentration not listed), hits read low. purified chaperonin ATPase assay, HTRF ADP detection, 30 min; in the data active means activity change below about -30%; further: on the % scale 0 is the no-effect control and ±100 the full control effect
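TRiC at 40 or 20 nM final (batch-dependent) in 30 mM Tris pH 7.4, 100 mM KCl, 5 mM MgCl2, 1 mM DTT, with compound at single 76 uM and 10 uM ATP, 30 min at 37 deg C. ADP detected by HTRF Transcreener, 665/615 ratio.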
MmCpn inh: blocks the Methanococcus maripaludis chaperonin Mm-Cpn; purified Mm-Cpn ATPase, ADP Transcreener TR-FRET; AID 504842; Potency, µM (highest dose often 76.9 µM), for inactives: top-dose activity, negative = inhibition, hits mostly inhibitors; 330,000 compounds, 0.031% hits; further: potency means the concentration at half of the fitted maximal effect; on the % scale 0 is the no-effect control and ±100 the full control effect; nearly all actives have a fitted effect of over 80% in size
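Reaction buffer contained 30 mM Tris pH 7.4, 100 mM KCl, 5 mM MgCl2 and 1 mM DTT. Mm-CPN (25 nM final) hydrolysed 10 uM ATP over 30 min at 37°C; ADP was read by HTRF.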
The depositor's hits bear a star; u = inconclusive; x = no result given; [ ] = remark or other dose. Unless noted, the call rests on the fitted dose curve; in most records, active means well fitted curve in the direction sought with a large enough effect; inconclusive means small, poorly fitted or top-dose-only effect, or another doubt; inactive means no such curve, though single readings can be large; an effect the other way counts as inactive or inconclusive. An excerpt (hit frequency here may not be typical).

Screens in order – PLK1 PBD inh | EPAC1 ag | EPAC1 antag | PI5P4K alpha inh | EPAC2 antag | WRN helicase inh | CCT modulator | MmCpn inh
COc1ccccc1NC(=S)NC(=O)C(C)C
→ -10% | 6% | -7% | x | -2% | -16% | -0.5 | -22%
CN1CCN(C(c2cccnc2)c2ccc3cccnc3c2O)CC1 (configuration not stated)
→ 19µM* | -5% | 7% | -14 | 5% | -15% | 0.2 | 0%
Cc1ccc(S(=O)(=O)N2CCCCC2)cc1C(=O)Nc1ccccn1
→ 4% | -14% | 3% | -10 | 2% | -6% | 0.4 | 0%
CCCNC(=O)N[C@@H](CCSC)C(=O)OC
→ -7% | 3% | -1% | x | -4% | -6% | -17 | 0%
CCN(CC(=O)Nc1ccc(OC)cc1)C(=O)c1ccc(NS(=O)(=O)c2ccc(C(C)=O)cc2)cc1
→ -11% | 6% | 5% | 5 | 6% | -5% | -0.4 | -1%
CCCCn1c(N)c(N(CC(C)C)C(=O)c2cc(-c3ccco3)nc3ccccc23)c(=O)[nH]c1=O
→ -15% | -7% | 5% | -59* | 25% | -25% | -0.2 | 2%
Cn1cnc(S(=O)(=O)NC2CCN(Cc3c(F)cccc3Cl)CC2)c1
→ -3% | 16% | 1% | 7 | -5% | -4% | 1.1 | 0%
CN(C)S(=O)(=O)c1cccc(NC(=O)COC(=O)/C=C/c2ccco2)c1
→ 30µM* | 1% | -23% | u | -10% | -22%[57.1 µM] | -1.6 | -3%
CCN=C1S/C(=C\c2cc(OCC)c(O)cc2Br)C(=O)N1CC
→ 8% | 0% | -12% | u | 1% | -13% | 2.0 | 0%
C[C@H](CO)N1C[C@H](C)[C@@H](CN(C)S(=O)(=O)c2ccc3ccccc3c2)OCc2cn(nn2)CCCC1=O
→ -4% | -1% | 3% | -2 | 4% | 0% | -7.3 | x
COCCCNc1c2c3c(cccc3[nH]c1=O)C(=O)c1ccccc1-2
→ 0.38µM* | 100µM* | x | -30 | x | 28µM* | -0.8 | -12%
Cc1c(S(=O)(=O)N2CCN(C(c3ccccc3)c3ccccc3)CC2)c(=O)n(C)c(=O)n1C
→ -5% | -2% | -18% | 4 | -11% | -13% | -1.0 | 0%
CCCNS(=O)(=O)c1ccc(OCC(=O)N2CCCC2)cc1
→ -7% | 7% | -20% | -3 | 3% | 0% | -0.3 | 0%
Cc1cccc(NC(=O)Cn2c(=O)oc3ccccc32)c1
→ -7% | 2% | 7% | 0 | 5% | 0% | -0.9 | 0%
O=C(COc1ccccc1-c1ccccc1)NN=C1CCCC1
→ 2% | -1% | 8% | 1 | -23% | -2% | 0.2 | 0%
CCOC(=O)c1ccc(NC(=O)NC2=NCCS2)cc1
→ -3% | -5% | -8% | 1 | -7% | -1% | 2.4 | x
COc1ccc(/C=C\C(=O)CC(O)(c2ccccc2)C(F)(F)F)cc1 (configuration not stated)
→ -9% | 23% | -9% | x | -14% | -18% | 0.5 | 1%
COc1ccc2oc3c(ccc[n+]3C)c(=O)c2c1
→ -9% | -6% | -3% | u | -12% | -1% | 1.4 | x
COc1ccc(Cn2c(=O)[nH]c3cc(C(=O)NCCCN4CCCC4)ccc3c2=O)cc1
→ -6% | -3% | 4% | x | -4% | -8% | -2.3 | 0%
Clc1ccc(Cl)c2sc(N3CCCC3)nc12
→ -7% | 11% | 5% | 22 | 17% | -12% | 1.6 | 2%
CCOCCn1c(C(C)O)nc2ccccc21 (configuration not stated)
→ 0% | -7% | 12% | 4 | 7% | 5% | -7.8 | -6%
COc1ccc(C(CC(=O)NCCN2CCOCC2)NS(=O)(=O)c2ccc(C)cc2)cc1 (configuration not stated)
→ -10% | 9% | 8% | x | 5% | 1% | 0.6 | 0%
O=C(c1cc(F)c(F)cc1Cl)N1CCN(c2ncccn2)CC1
→ -9% | 12% | -3% | 0 | 12% | 5% | 2.5 | 0%
Cc1cc2c(c(N)n1)c(=O)oc1ccccc12
→ -9% | -4% | -14% | 2 | -12% | -2% | 0.3 | -22%
Cc1ccc(S(=O)(=O)N2C(=O)CCC2C(=O)O/N=C(\N)c2ccccc2)cc1 (configuration not stated)
→ -9% | -9% | 9% | 8 | 4% | -37% | 0.1 | u
Cc1sc(C(=O)NCc2cccnc2)c2nc(C)n(CC(=O)NCc3cccnc3)c(=O)c12
→ -5% | -7% | 0% | x | 9% | 8% | -1.5 | 1%
CCOC(=O)CCC(NC(=O)c1ccc(NCN2C(=O)CCC2=O)cc1)C(=O)OCC (configuration not stated)
→ -12% | -1% | 6% | x | 9% | 0% | -0.2 | x
O=C(c1nn(Cc2ccccc2)c(=O)c2ccccc12)N1CCN(c2ccccn2)CC1
→ -9% | 8% | -3% | x | -4% | 5% | 0.3 | 0%
CC1CCCC(C)N1C(=O)CSc1ccc(-c2ccc3c(c2)OCCO3)nn1 (configuration not stated)
→ -4% | 5% | -20% | -4 | -4% | -7% | 0.1 | -1%
O=C(c1ccc2c(c1)OCCCO2)N1CCCCC1
→ 2% | 4% | 1% | 4 | 1% | 5% | -1.4 | -1%
O=C(NS(=O)(=O)c1ccc(NC(=O)C2CCCO2)cc1)c1ccccc1 (configuration not stated)
→ -5% | 1% | 5% | x | 18% | -9% | 0.7 | 0%
CC1Cc2ccccc2N1C(=O)C1CCCN1S(=O)(=O)c1ccc(Cl)cc1 (configuration not stated)
→ -15% | -10% | -23% | x | -12% | -10% | -4.6 | 0%
COc1c(C)cc(C(O)c2ncc(-c3ccccc3Cl)[nH]2)cc1C (configuration not stated)
→ 6% | 3% | -7% | 3 | -15% | 1% | -0.5 | x
CC1(C)C(C=C(Cl)Cl)C1C(=O)N(Cc1ccc(Cl)cc1)C1CCS(=O)(=O)C1 (configuration not stated)
→ -2% | -10% | -28% | -3 | 0% | -9% | 1.4 | 1%
COc1cccc(-n2c(Cn3nc(C(F)(F)F)cc3C)n[nH]c2=S)c1
→ 1% | -4% | -1% | 0 | 0% | 5% | -5.3 | 1%
Cc1ccccc1-c1nnc(SCC(=O)NCC2CCCO2)o1 (configuration not stated)
→ -1% | 1% | 5% | -3 | -2% | -1% | -0.2 | -1%
Brc1cccc(CNCC2CCCO2)c1 (configuration not stated)
→ 1% | 9% | -18% | -5 | -5% | -3% | 0.0 | -1%
CCOC(=O)c1cnn(-c2nc(-c3ccccc3)nc3c2COC(C)(C)C3)c1N
→ -2% | 1% | 12% | 0 | 3% | 1% | 0.0 | 2%
O=C(N/N=C/c1ccoc1)c1cc(Br)ccc1O
→ -14% | -4% | -7% | u | 3% | -24% | -0.2 | 1%
CCOc1ccccc1NC(=O)NC1(C(=O)N2CCOCC2)CCCCC1
→ -15% | -3% | 10% | -1 | -3% | 1% | -2.1 | -1%
COc1ccc(S(=O)(=O)N(CC(=O)Nc2cccnc2)c2ccccc2OC)cc1
→ -6% | 6% | 3% | x | 0% | 0% | -1.1 | 1%
O=C(NCc1ccccc1)C(c1ccccc1)N(C(=O)c1csnn1)C1CC1 (configuration not stated)
→ -18% | 2% | 0% | 9 | -2% | -14% | -1.0 | 2%
O=C(CSc1ccc(F)cc1)Nc1ccccc1N1CCOCC1
→ -16% | -3% | -3% | 5 | -7% | 0% | -2.7 | 2%
CC(C)(C)OC(=O)C[C@@H]1C/C=C\C[C@@H](CC(=O)N(CCO)Cc2ccccc2)C(=O)NC[C@@H](c2ccccc2)OC1=O
→ -14% | -19% | -9% | -2 | 7% | -26% | -3.4 | 1%
O=C(CC(=O)N/N=C\c1ccc([N+](=O)[O-])cc1)NCCc1ccccc1
→ -9% | 12% | -17% | 4 | 0% | -8% | 1.9 | -2%
CC(C)Oc1ccc(/C=N/NC(N)=S)cc1
→ -3% | -6% | 3% | -7 | 3% | -11%[57.1 µM] | 0.0 | 2%
CCCOc1ccc2c3c(c(=O)oc2c1OCCC)CCC3
→ -12% | 23% | -17% | x | -6% | -18% | -2.6 | -3%
CSCCC(=O)N1CCC(CCC(=O)NC2CC2)CC1
→ -1% | -4% | 3% | 16 | 24% | -10% | -0.1 | 1%
COc1ccc(-c2cc(=O)c3cc(C)ccc3[nH]2)cc1
→ -12% | 7% | -16% | -2 | -9% | -6% | -1.7 | -5%
COc1ccc(NC(=O)C2=C(C)C(=O)OC23CCC(C)CC3)cc1Cl (configuration not stated)
→ -14% | 4% | -4% | 7 | -6% | -7% | -0.5 | u

The final six records of the section above lead into the next:
Screens in order – PLK1 PBD inh | EPAC1 ag | EPAC1 antag | PI5P4K alpha inh | EPAC2 antag | WRN helicase inh | CCT modulator | MmCpn inh
O=C(CC(=O)N/N=C\c1ccc([N+](=O)[O-])cc1)NCCc1ccccc1
→ -9% | 12% | -17% | 4 | 0% | -8% | 1.9 | -2%
CC(C)Oc1ccc(/C=N/NC(N)=S)cc1
→ -3% | -6% | 3% | -7 | 3% | -11%[57.1 µM] | 0.0 | 2%
CCCOc1ccc2c3c(c(=O)oc2c1OCCC)CCC3
→ -12% | 23% | -17% | x | -6% | -18% | -2.6 | -3%
CSCCC(=O)N1CCC(CCC(=O)NC2CC2)CC1
→ -1% | -4% | 3% | 16 | 24% | -10% | -0.1 | 1%
COc1ccc(-c2cc(=O)c3cc(C)ccc3[nH]2)cc1
→ -12% | 7% | -16% | -2 | -9% | -6% | -1.7 | -5%
COc1ccc(NC(=O)C2=C(C)C(=O)OC23CCC(C)CC3)cc1Cl (configuration not stated)
→ -14% | 4% | -4% | 7 | -6% | -7% | -0.5 | u
CCOc1ccc(CNS(=O)(=O)c2cc(-c3cc(C)no3)ccc2OC)cc1OC
→ -13% | 14% | -28% | -1 | 1% | 5% | -1.3 | -1%
CCS(=O)(=O)Nc1cccc(C2=NN(C(C)=O)C(c3cccs3)C2)c1 (configuration not stated)
→ -4% | -1% | -21% | -1 | 7% | -3% | -4.2 | -8%
Cc1cc([N+](=O)[O-])nn1CCCC(=O)Nc1cc(Cl)ccc1Cl
→ -4% | 2% | -5% | -5 | -4% | 1% | 1.2 | 0%
CCCCON1C(=O)c2cccc3cccc(c23)C1=O
→ -4% | -6% | 3% | 4 | -16% | -2% | 0.7 | 0%
CCOC(=O)c1nnc(-c2ccccc2)nc1NCc1ccc(Cl)cc1
→ -2% | 0% | u | 4 | -4% | -14% | -1.6 | -1%
CCn1c(SCC(=O)Nc2ccc(F)cc2)nc2ccccc2c1=O
→ -9% | -14% | 2% | -1 | 11% | -1% | -0.7 | -2%
